# ER stress surv: ER stress cell death inhibition; CSM14.1 thapsigargin ER stress survival, ATP luminescence; relative survival (cellular ATP), % at 15 µg/mL (by protocol); 48,000 tested, 0.33% active;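 active = survival measured by cellular ATP above 50% at 15 µg/ml in the first screen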;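 also: cell death triggered by about 15 µM thapsigargin; ATP read 24 h after thapsigargin was added; plate controls were thapsigargin with DMSO for no effect and DMSO without thapsigargin for full effect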
# Starred values were filed as active, the others as inactive.
SMILES,ER stress surv
COc1cc([N+](=O)[O-])ccc1NC(=O)c1cc(Cl)ccc1OC,10
CCOc1ccc(N2C(=O)NC(=O)/C(=C\c3ccc(OCC)c(Cl)c3)C2=O)cc1,0
COc1ccc(N=C2CC(C)(C)CC(O)=C2C(C)=O)cc1,0
CCOc1ccc(NC(=O)/C=C/c2ccc(F)cc2)cc1,-4
CC(/C=N/N1C(=O)CSC1=S)=C\c1ccccc1,-4
CC(=O)C1=C(C)Nc2cc(C(F)(F)F)ccc2S1,-3
CC(C)Oc1ccc(Cc2cnc(N)nc2N)cc1,-1
O=C1NC(=S)S/C1=C/c1ccccc1OS(=O)(=O)c1ccccc1[N+](=O)[O-],5
CN(C)c1ccc(/C=N/N2C(=O)CSC2=S)cc1,0
O=C1C(=O)N(c2cccc(Cl)c2)C(c2cccc(F)c2)/C1=C(\O)c1ccccc1 (stereo not drawn),4
O=C(O)CN1C(=O)/C(=C\c2cccc(OC(=O)c3ccco3)c2)SC1=S,10
COc1cccc(Nc2ccc3noc4c3c2C(=O)c2ccccc2-4)c1,4
O=C(Nc1cccc(-c2nc3cc(Cl)ccc3o2)c1)c1ccc(Br)o1,4
CC(C)(C)NC(=O)C(=O)NCc1ccc(Cl)cc1,13
CC(=O)Nc1ccc2oc(-c3cccc4c(Br)cccc34)nc2c1,6
O=C(O)CN(c1ccccc1)S(=O)(=O)c1ccccc1[N+](=O)[O-],6
CCOc1cccc(C(=O)Nc2cc(NC(=O)c3cccc(OCC)c3)cc(C(=O)O)c2)c1,2
O=C1C=CC(=O)N1c1ccc(Cc2ccc(N3C(=O)C=CC3=O)c(Cl)c2)cc1Cl,-9
Cc1ccc(S(=O)(=O)N(Cc2ccco2)CC(O)Cn2c3ccccc3c3ccccc32)cc1 (stereo not drawn),10
CCOC(=O)c1cnn2c(C)cc(-c3ccc(OC)cc3)nc12,3
O=C1NC(=O)N(c2ccccc2)C(=O)/C1=C/c1ccc(N2CCOCC2)o1,-1
CCc1c(C)nc2cc(-c3ccc(Cl)cc3)[nH]n2c1=O,3
COc1cc2c(cc1NCc1cccc([N+](=O)[O-])c1)oc1ccccc12,11
COc1ccc(NC(=O)C2C3CCC(C3=C(C)C)C2C(=O)O)cc1 (stereo not drawn),6
O=C(CCn1c2ccccc2c2ccccc21)N/N=C/c1ccccc1,10
CCc1c(C)sc(NC(=O)c2cccc([N+](=O)[O-])c2)c1C(N)=O,10
COC(=O)C1=C(C)NC(=O)CC1c1c(F)cccc1Cl (stereo not drawn),13
Cc1ccc(/C=C2\SC(=S)N(NS(=O)(=O)c3ccc(C)cc3)C2=O)cc1,13
COc1cc(C(=O)N2CCN(Cc3cccc(Oc4ccccc4)c3)CC2)cc(OC)c1OC,45
Cc1ccccc1OCCCNCC1CCCO1 (stereo not drawn),-6
O=C(CP(=O)(c1ccccc1)c1ccccc1)c1ccccc1,5
COc1ccc(S(=O)(=O)N(CC(=O)Nc2ccc(C(C)=O)cc2)c2cc(C)cc(C)c2)cc1OC,9
CCC12c3ccccc3C(c3ccccc31)C1C(=O)N(c3cc(Cl)ccc3C)C(=O)C12 (stereo not drawn),4
O=S(=O)(NN=Cc1cn(-c2ccccc2)nc1-c1ccco1)c1ccccc1,1
COc1ccc(CN2CCN(Cc3ccncc3)CC2)c(OC)c1OC,1
NC1=NC(=O)/C(=C/c2cc(Cl)c(OCc3ccccc3)c(Cl)c2)S1,10
Oc1cccc(C=Nc2cccc(C(F)(F)F)c2)c1,3
CCOC(=O)CN1C(c2ccccc2O)Nc2ccc(Br)cc2C1c1ccccc1 (stereo not drawn),2
CCOC(=O)C1=C(C)NC(=S)NC1c1ccc(OC(F)F)cc1 (stereo not drawn),3
CC[n+]1c(/C=C/c2ccc([N+](=O)[O-])cc2)sc2ccccc21,-1
COC(=O)c1cc(NC(=O)c2ccc(-c3ccc([N+](=O)[O-])cc3)o2)cc(C(=O)OC)c1,3
Cc1ccccc1NCC(=O)N/N=C\c1ccccc1O,17
CCOC(=O)c1c(NC(=O)c2ccc(Cl)c([N+](=O)[O-])c2)sc2c1CCC2,12
COc1ccc(/C(N)=N/OC(=O)COc2ccc(C)cc2C)cc1,3
CCOC(=O)C1=C(C)N=c2s/c(=C\c3cccc(OC)c3)c(=O)n2C1c1ccc(C)cc1 (stereo not drawn),8

# As a working copy, 18 of the compounds above:
SMILES,ER stress surv
Cc1ccc(/C=C2\SC(=S)N(NS(=O)(=O)c3ccc(C)cc3)C2=O)cc1,13
COc1cc(C(=O)N2CCN(Cc3cccc(Oc4ccccc4)c3)CC2)cc(OC)c1OC,45
Cc1ccccc1OCCCNCC1CCCO1 (stereo not drawn),-6
O=C(CP(=O)(c1ccccc1)c1ccccc1)c1ccccc1,5
COc1ccc(S(=O)(=O)N(CC(=O)Nc2ccc(C(C)=O)cc2)c2cc(C)cc(C)c2)cc1OC,9
CCC12c3ccccc3C(c3ccccc31)C1C(=O)N(c3cc(Cl)ccc3C)C(=O)C12 (stereo not drawn),4
O=S(=O)(NN=Cc1cn(-c2ccccc2)nc1-c1ccco1)c1ccccc1,1
COc1ccc(CN2CCN(Cc3ccncc3)CC2)c(OC)c1OC,1
NC1=NC(=O)/C(=C/c2cc(Cl)c(OCc3ccccc3)c(Cl)c2)S1,10
Oc1cccc(C=Nc2cccc(C(F)(F)F)c2)c1,3
CCOC(=O)CN1C(c2ccccc2O)Nc2ccc(Br)cc2C1c1ccccc1 (stereo not drawn),2
CCOC(=O)C1=C(C)NC(=S)NC1c1ccc(OC(F)F)cc1 (stereo not drawn),3
CC[n+]1c(/C=C/c2ccc([N+](=O)[O-])cc2)sc2ccccc21,-1
COC(=O)c1cc(NC(=O)c2ccc(-c3ccc([N+](=O)[O-])cc3)o2)cc(C(=O)OC)c1,3
Cc1ccccc1NCC(=O)N/N=C\c1ccccc1O,17
CCOC(=O)c1c(NC(=O)c2ccc(Cl)c([N+](=O)[O-])c2)sc2c1CCC2,12
COc1ccc(/C(N)=N/OC(=O)COc2ccc(C)cc2C)cc1,3
CCOC(=O)C1=C(C)N=c2s/c(=C\c3cccc(OC)c3)c(=O)n2C1c1ccc(C)cc1 (stereo not drawn),8

# New compounds follow.
SMILES,ER stress surv
O=[N+]([O-])c1ccccc1S(=O)(=O)Oc1ccccc1/C=N/n1cnnc1,-3
CCN(CC)C(=O)C(=O)N/N=C/c1cccc(OC)c1,7
COc1ccc(C(=O)/C=C/c2cc3c(cc2Br)OCO3)cc1OC,9
COc1ccc(C2NN=C(Cc3ccccc3)S2)cc1OC (stereo not drawn),8
COc1ccc(-c2nc(-c3ccc(OC)c(OC)c3)no2)cc1,2
Cc1cccc(N2C(=O)CC(N3CCN(C/C=C/c4ccccc4)CC3)C2=O)c1 (stereo not drawn),8
O=C(N/N=C\c1cccc([N+](=O)[O-])c1)c1cncc(Br)c1,-8
CCOC(=O)Nc1sc(C)nc1-c1ccccc1,7
CN(C)c1ccc(-c2ncnn2-c2ccc(Cl)cc2)cc1,5
Cc1cc(Cl)ccc1OCC(=O)Nc1cccc(F)c1,-1
O=C1CCCC2=C1C(c1cccc([N+](=O)[O-])c1)Nc1ccccc1N2 (stereo not drawn),3
CC(C)CNC(=O)/C(=C/c1ccc(N(C)C)cc1)NC(=O)c1ccccc1,2
COc1ccc(-n2cnc3c(sc4nccc(N(C)C)c43)c2=O)cc1,-5
COc1cc(/C=C2\SC(=S)N(C3CCCCC3)C2=O)ccc1OC(=O)c1cccc(C)c1,4
Cc1cccc(-c2noc(COc3ccc(Cl)cc3)n2)c1,8
Cc1ccc(C(=O)Nc2ccc(Cl)cc2Cl)o1,12
CC1=C(C(=O)Nc2ccc(C)cc2)C(c2ccc(Cl)cc2Cl)NC(=S)N1 (stereo not drawn),10
O=C(Nc1nc(-c2ccc(F)cc2)cs1)c1ccccc1[N+](=O)[O-],-2
COC(=O)c1ccc(N2C(=O)CC(N3CCC(O)CC3)C2=O)cc1 (stereo not drawn),3
CCCc1nnc(NC(=O)Nc2ccc(Cl)cc2)s1,5
Cc1cc(NC(=O)c2ccc3c(c2)C2C=CCC2C(c2ccc(F)cc2)N3)ccc1[N+](=O)[O-] (stereo not drawn),0
COc1ccc(-c2ccc(-c3nc(-c4ccccc4Cl)no3)cc2)cc1,13
O=C(Nc1ccc(Cl)cc1)Nc1nnc(Cc2ccc(F)cc2)s1,7
O=C1ON=C(c2ccc(Cl)cc2)/C1=C/c1ccc(O)cc1,-1
COc1ccc(C(=O)N2CC(c3ccc(Cl)cc3)CC2=O)cc1 (stereo not drawn),1
CCOc1ccc(-c2cc(C)n3nc(C(=O)O)cc3n2)cc1,1
S=C(Nc1cccc2ccccc12)N1CCN(C(c2ccccc2)c2ccccc2)CC1,5
Cc1ccc(OCCOc2ccc(Cl)cc2C=O)cc1,-2
Cc1nn(CC(=O)Nc2ccccc2C(F)(F)F)c(C)c1[N+](=O)[O-],7
CCOC(=O)c1c(NC(=O)CSc2nc3ccccc3[nH]2)sc2c1CCCC2,4
CCC(C)c1ccc(OCCOc2ccc(Br)cc2/C=N/n2cnnc2)cc1 (stereo not drawn),2
Oc1ccc(Br)cc1-c1nnc2ccc3ccccc3n12,0
Cc1ccc2nc(SCC(=O)Nc3ccc(Br)cc3)[nH]c2c1,-1
CC1CCc2c(sc(NC(=O)c3ccccc3Br)c2C(=O)OC(C)C)C1 (stereo not drawn),7
O=C(c1ccccc1F)N1CCN(Cc2ccccc2Cl)CC1,-5
COc1ccccc1CNCc1ccc([N+](=O)[O-])cc1,-14
COc1cccc(NC(=S)NC(NC(=O)c2ccc(Br)cc2)C(Cl)(Cl)Cl)c1 (stereo not drawn),4
O=C(O)CCCN1C(=O)C(=O)/C(=C(/O)c2ccccc2)C1c1ccccc1F (stereo not drawn),9
COC(=O)c1c(NC(=O)Cc2ccccc2)sc(C)c1C,12
CC12CC3CC(C1)CC(CNC(=S)Nc1ccccc1)(C3)C2,-2
CC1=C(C(=O)OC(C)C)C(c2ccccc2Cl)CC(=O)N1 (stereo not drawn),-2
Cc1occc1C(=O)NCC1CCCO1 (stereo not drawn),6
COc1ccc(NC(=O)C(C)c2ccc(CC(C)C)cc2)cc1 (stereo not drawn),4
COc1ccc(/C=C2\SC(=S)N(c3cccc(C)c3C)C2=O)cc1OC,-1
Cc1ccccc1OCC(=O)Nc1ccc(OC(F)(F)F)cc1,3
O=C1C(=O)/C(=C/c2ccccc2)CCC/C1=C/c1ccccc1,10
Cc1cccc(C(=O)Nc2sc3c(c2C(=O)N2CCCCCC2)CCCCC3)c1,0
COc1cccc(C(=O)N2CCN(Cc3ccccc3[N+](=O)[O-])CC2)c1OC,5
CCCOc1ccc(C(=O)Nc2scc(-c3ccc(Cl)cc3)c2C(=O)OC)cc1,-6
O=C1NN(c2ccccc2)C(=O)/C1=C/c1cccc(Cl)c1,-9
O=C(NCc1ccc(F)cc1)c1ccc(Br)cc1,6
O=C(Nc1ccccc1)C1CC(=O)N(C2CCCCC2)C1 (stereo not drawn),1
CC(C)(C)c1cc(C(C)(C)C)cc(S(=O)(=O)CCc2ccncc2)c1,7
FC(F)(F)c1cccc(Nc2nc(-c3ccccc3)cs2)c1,4
Brc1ccc(N2COc3ccc4ccccc4c3C2)cc1,6
O=C(NN1CCOCC1)c1ccc([N+](=O)[O-])cc1[N+](=O)[O-],9
N/C(Cc1cccc2ccccc12)=N\OC(=O)c1ccc(F)cc1,10
CCOC(=O)CSc1nnc(-c2ccc(Br)cc2)o1,6
O=[N+]([O-])c1ccc(C2Nc3c(I)cccc3C3C=CCC32)cc1 (stereo not drawn),-2
COc1cc(/C=C2\SC(=S)N(CCCCCCCCCCC(=O)O)C2=O)ccc1O,13

# (next part)
SMILES,ER stress surv
COc1ccc(CCNC(=O)c2cccc(Br)c2)cc1OC,3
COc1cc(/C=c2\sc3nc4c(C)cccc4n3c2=O)ccc1O,-8
O=C(Nc1ccc(S(=O)(=O)Nc2ncccn2)cc1)c1cccc(Br)c1,1
Oc1cccc(Nc2nc(-c3ccccn3)cs2)c1,-8
CC(=O)c1c(C)n(S(=O)(=O)c2ccccc2)c2ccc(NS(=O)(=O)c3ccccc3)cc12,9
CC1=NN(c2cccc(C(=O)O)c2)C(=O)/C1=C\c1ccc(F)cc1,5
O=C(N/N=C/c1ccc(O)cc1O)c1[nH]c2ccc([N+](=O)[O-])cc2c1-c1ccccc1,-1
O=C(O)c1ccc2nc3cc(N4CCOCC4)c(N4CCOCC4)cc3nc2c1,5
Cc1ccsc1C=Nc1cccc([N+](=O)[O-])c1,9
COc1ccc(C2C(C(=O)OC(C)C)C(=O)CC(C)(O)C2C(=O)OC(C)C)cc1OC (stereo not drawn),11
Cc1ccc(-c2cc(C(=O)N/N=C/c3ccccc3)[nH]n2)cc1,0
CC(=O)Nc1ccc(S(=O)(=O)n2c(C)cc(C)nc2=O)cc1,-2
COc1ccc(CNS(=O)(=O)Cc2ccccc2)cc1,0
CCc1c(C)sc(NC(=O)C(C)Oc2cccc(Cl)c2)c1C#N (stereo not drawn),-1
Cc1ccc(/C(O)=C2/C(=O)C(=O)N(CCCn3ccnc3)C2c2ccccc2F)cc1 (stereo not drawn),8
CCOC(=O)c1c(NC(=S)NCCc2ccccc2)sc2c1CC(C)(C)OC2,11
Cc1cccc(-c2noc(-c3cccc([N+](=O)[O-])c3C)n2)c1,-4
O=C(OCCN1CCCCC1)c1ccc(O)cc1,10
CC(=O)C1=C(O)C(=O)N(CC2CCCO2)C1c1ccc(O)cc1 (stereo not drawn),-3
Cc1cc([N+](=O)[O-])c(-c2ccc(C=C3C(=O)c4ccccc4C3=O)o2)cc1Cl,-1
CCOC(=O)/C(C#N)=C1/N(C)c2ccccc2N1N,6
COc1ccc(CCN(C(=O)c2ccc(F)cc2)C2=CC3CCC(C2)N3C)cc1OC (stereo not drawn),0
O=C(Nc1ccc(-c2cnc(-c3ccc(NC(=O)c4ccccc4Cl)cc3)nc2)cc1)c1ccccc1Cl,2
COc1ccc(NC(=O)c2c(NC(=O)C(Cl)(Cl)Cl)sc3c2CCC3)cc1,4
Cc1cccc(NC(=O)C2C3C=CC(C3)C2C(=O)O)n1 (stereo not drawn),-9
COC(=O)C1=CNC=C(C(=O)OC)C1c1ccsc1,4
CC1(C)CC(CCN(Cc2ccccc2)C(=O)c2ccco2)(c2ccccc2)CCO1 (stereo not drawn),19
Cc1nnc(Nc2ccc3c(c2)ncn3C)c2ccccc12,-9
O=C(O)CC1S/C(=N\N=C\c2ccc([N+](=O)[O-])cc2)NC1=O (stereo not drawn),-1

# Screens: PubChem, Sanford-Burnham Center for Chemical Genomics

# Only part of the results is shown (hit frequency here may not be typical).
